CCT chaperon mod – changes cytosolic chaperonin activity | purified chaperonin ATPase assay, HTRF ADP detection, 30 min | activity change, % (no concentration beside the values), hits read low | hit rate 0.3% among 360,000 | AID 651819; in the data active = activity change below about -30%; note: % is set by controls: 0 for no effect and ±100 for the full control effect
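Nucleotide hydrolysis assay: TRiC at 20–40 nM final (set by batch activity) with 10 uM ATP, 30 min at 37 °C, in presence of 76 uM compound. Detection by competitive ADP HTRF, 30 min ambient.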
S2 tox – reduces viability in counter-screen for ATXN expression inhibitors | S2 cells (HEK-293 line with an ATXN2-luciferase reporter) viability, CellTiter-Fluor protease fluorescence, 24 h | Potency, µM (top dose mostly 56.7 µM), most hits filed as cytotoxic | hit rate 0.49% among 400,000; note: potency is the fitted concentration of half-maximal effect; nearly all actives have a fitted effect of over 40% in size
Nrf2 block – inhibitors of Nrf2 signaling; A549 ARE-Fluc reporter, luciferase luminescence, 18-24 h; Potency, µM (top dose mostly 46 µM), inactives show at the top dose activity change, negative = inhibition, hits mostly inhibitors; hit rate 2.1% among 360,000; AID 504444; note: potency is the fitted concentration of half-maximal effect; % is set by controls: 0 for no effect and ±100 for the full control effect; nearly all actives have a fitted effect of over 60% in size
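Concentration-response testing used A549 ARE_Fluc cells at 5000 cells/well. Following an 18-24 h compound incubation, viability was read by fluorescence (Ex 405/Em 525) and luciferase output by luminescence.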
MmCpn inh – blocks the Methanococcus maripaludis chaperonin Mm-Cpn | AID 504842 | purified Mm-Cpn ATPase, ADP Transcreener TR-FRET | Potency, µM (series often up to 76.9 µM), for the others: at the highest dose activity, negative = inhibition, actives largely listed as inhibitors | hit rate 0.031% among 330,000; note: potency is the fitted concentration of half-maximal effect; % is set by controls: 0 for no effect and ±100 for the full control effect; nearly all actives have a fitted effect of over 80% in size
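Inhibition of chaperonin ATP hydrolysis is measured as reduced ADP production, detected by competitive TR-FRET in which signal falls with ADP. Final enzyme 25 nM and ATP 10 uM, reacted 30 min at 37°C.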
A549 tox – counter-screen for Nrf2 inhibitors: cytotoxicity in A549 cells. A549 ARE-Fluc cells, CellTiter-Fluor viability, 18-24 h. Potency, µM (highest dose often 46 µM), for the others: at the top dose activity change, negative = cytotoxicity, hits mostly inhibitors. hit rate 0.16% among 390,000. AID 504648; note: potency is the fitted concentration of half-maximal effect; % is set by controls: 0 for no effect and ±100 for the full control effect
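Cytotoxicity counterscreen: CellTiter-Fluor fluorescence was measured in A549 ARE_Fluc cells after 18-24 h of compound exposure in a concentration series. The subsequent BugLite luminescent read reports ARE-luciferase activity.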
HepG2 viability – HepG2 cytotoxicity, counter-screen for TGF-b inhibitors. HepG2 CAGA-GFP viability, ATP luminescence, 18 h. Potency, µM (highest dose often 46.1 µM), without a hit: at the highest dose activity change, negative = cytotoxicity, usual class: cytotoxic. hit rate 0.76% among 410,000. AID 588856; note: potency is the fitted concentration of half-maximal effect; some results filed as inactive show a strong effect at the top dose
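HepG2 CAGA-GFP cells (1000/well, DMEM with 1% FBS) received compound, then TGF-beta at 500 pg/mL final, and were incubated 18 hours at 37 degrees C. Viability was read by CellTiter-Glo luminescence. Media-only wells were set as complete cell-killing and DMSO as no toxicity.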
Nrf2 ARE act – activates Nrf2 signaling | hit rate 0.31% among 410,000 | Potency, µM (series often up to 46.1 µM), inactives show top-dose activation, hits mostly activators | AREc32 ARE-luciferase reporter (MCF7-derived line), luminescence, 24 h; note: potency is the fitted concentration of half-maximal effect; % of control where 0% means no effect; nearly all actives have a fitted effect of over 65% in size
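AREc32_Fluc, 1000 cells/well, OPTI-MEM + 5% FBS, o/n 37 deg C 5% CO2; 23 nL cpd by pin tool, 24 hr; Steady-Glo 30 min RT, luminescence.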
TGFb inhibitor – inhibitors of TGF-b signaling. HepG2 CAGA-GFP TGF-b/SMAD3 reporter, GFP fluorescence, 18 h; TGF-beta stimulated, 500 pg/mL final. Potency, µM (titrated, usually from 46.1 µM), without a hit: at the highest dose activity, negative = inhibition, most hits filed as inhibitors. hit rate 1.2% among 410,000. AID 588855; note: potency is the fitted concentration of half-maximal effect; % is set by controls: 0 for no effect and ±100 for the full control effect; nearly all actives have a fitted effect of over 65% in size
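Per well, imaged GFP fluorescence of HEPG2 CAGA-GFP cells gives the signal; cells get compound, then TGF-beta (500 pg/mL final), 18 h at 37 degrees C; %Activity versus -TGF-beta and +DMSO controls.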
Akt phos inh – inhibitors of Akt phosphorylation; AID 651550; hit rate 0.32% among 360,000; activity change, % for hits at 50 µM; Neuro2A IGF-stimulated pAkt S473 HTRF, 20 min; stronger effect = lower value; in the data active = activity change below about -80%; inconclusive = mostly about -51% to -80%; note: % is set by controls: 0 for no effect and ±100 for the full control effect
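Neuro2A cells (4,500/well, DMEM with 0.5% FBS) were treated with compound at a single 50 µM final concentration, stimulated with 6 nM IGF for 20 min at 37 °C, and lysed. Phospho-Akt Ser473 was read by HTRF as 665/615 ratio ×10^4.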
The depositor's hits bear a star; i = inactive; ? = inconclusive; nt = no result given; [ ] = remark or other dose. Unless noted, calls come from the whole dose curve; as a rule, active = well fitted curve in the direction sought with a large enough effect; inconclusive = small, poorly fitted or top-dose-only effect, or another doubt; inactive = no such curve, though single readings can be large; an effect the other way counts as inactive or inconclusive.

SMILES	CCT chaperon mod	S2 tox	Nrf2 block	MmCpn inh	A549 tox	HepG2 viability	Nrf2 ARE act	TGFb inhibitor	Akt phos inh
NC(=O)C(=O)N/N=C/c1c[nH]c2ccc(Br)cc12	-1.7	?	9%	1%	1%	1%	2.3%	0%	i
Cc1cc(N2CCCC2)nc(SCC(=O)c2ccccc2)n1	-1.3	?	16%	1%	-1%	-5%	-0.5%	7%	i
CN(C(=O)COC(=O)CN1C(=O)c2ccccc2C1=O)c1c(N)n(Cc2ccccc2)c(=O)[nH]c1=O	1.5	?	-15%	-3%	-1%	6%	-0.9%	-3%	i
Cc1cccc(C)c1NC(=O)C(=O)NCC1CCCN1S(=O)(=O)c1ccccc1 (stereo unspecified)	-1.8	i	3%	1%	1%	-2%	0.3%	0%	i
CCOc1ccc(-c2nc(N)ncc2Oc2cccc(OC)c2)c(O)c1	-1.7	i	?	-7%	-15%	-45%	2.2%	-7%	i
Clc1ccccc1-c1cc2nc(NCc3ccco3)ccn2n1	-1.2	i	nt	nt	nt	-22%	20%	9%	i
CCCOc1ccc(C(=O)NNC(=S)NC(=O)c2cc(-c3ccccc3)nc3ccccc23)cc1	-1.1	i	?	-5%	-7%	-21%	8.3%	-15%	i
COc1ccc(-c2cc(NC=O)c3ncc(-c4cc(OC)c(OC)c(OC)c4)n3c2)cc1	0.2	?	nt	nt	nt	-11%	6.5%	4%	i
C=CCSC1=C(C#N)C(c2ccc(OCC)cc2)CC(=O)N1 (stereo unspecified)	1.8	i	0%	1%	0%	-19%	0.5%	-2%	i
N/C(=N\c1nc(CSc2ccccn2)cc(=O)[nH]1)Nc1ccc(Cl)cc1Cl	0.3	i	?	1%	-19%	0%	-0.1%	0%	i
Cc1onc(-c2ccccc2)c1C(=O)Nc1ccc2c(c1)OCO2	-0.7	?	23%	0%	2%	-21%	-0.6%	-20%	i
Cc1ccc(OC(=O)C2CSC3(C)CCC(=O)N23)c(Br)c1 (stereo unspecified)	-0.3	i	-14%	3%	-7%	-4%	-0.1%	-1%	i
COc1ccc(-c2oc3cccnc3c2C#CCO)cc1	0.4	i	-18%	-4%	-1%	0%	4.7%	-21%	i
CCn1c(=O)cc(OCC(=O)NCCCN2CC(C)CC(C)C2)c2ccccc21 (stereo unspecified)	0.0	i	-18%	-1%	15%	-17%	5.3%	16%	i
Oc1c(C(Nc2nccs2)c2ccc(C(F)(F)F)cc2)ccc2cccnc12 (stereo unspecified)	-0.1	i	4.6µM*	-1%	-10%	-30%	0.1%	22µM*	i
O=C(O)Cn1nncc1-c1ccc(C(F)(F)F)cc1	-1.2	i	nt	nt	nt	2%	0.1%	4%	i
COc1cccc(C(=O)Nc2c(C(=O)Nc3ccc(F)cc3)oc3ccccc23)c1OC	nt	i	3%	nt	-4%	-24%	4.0%	0%	nt
Cc1cc2n(n1)SC(Nc1cc(Cl)ccc1Cl)N2 (stereo unspecified)	1.1	i	24%	3%	nt	-18%	4.5%	-23%	i
O=c1[nH]c(=S)[nH]c2c1C(c1ccc(F)cc1)OC(CCc1ccccc1)C2 (stereo unspecified)	-0.8	?	nt	nt	nt	nt	-0.4%	nt	i
Cc1ccc(NC(=O)c2ccc3nsnc3c2)c(C)c1	1.1	?	-3%	3%	7%	-17%	4.7%	0%	i
Cc1cc([N+](=O)[O-])nn1CCCC(=O)N1CCN(c2ccccc2)CC1	0.2	i	-16%	0%	-11%	15%	0.4%	16%	i
CC(C)n1ncc2c(C(=O)Nc3cccc(C#N)c3)cc(C3CC3)nc21	-1.2	?	?	-2%	?	-32%	0.2%	?	i
CC1(C)C2CCC1(CS(=O)(=O)N1CCN(c3ccccc3F)CC1)C(=O)C2 (stereo unspecified)	-0.8	i	7%	2%	3%	1%	-0.6%	-12%	i
COc1ccc(Br)cc1CN1CCC(N2CCCC2)CC1	-1.3	i	?	1%	-19%	4%	-0.1%	5%	i
O=S(=O)(c1ccccc1)[C@@]1(c2ccc(Br)cc2)C[C@@H]2ON=C(c3cccc(Br)c3)[C@@H]2C1	-1.8	i	-28%	-26%	-1%	-8%	0.4%	?	i

Part of the list above, limited to S2 tox.
molecule	S2 tox
COc1ccc(Br)cc1CN1CCC(N2CCCC2)CC1	i
COc1cccc(C(=O)Nc2c(C(=O)Nc3ccc(F)cc3)oc3ccccc23)c1OC	i
C=CCSC1=C(C#N)C(c2ccc(OCC)cc2)CC(=O)N1 (stereo unspecified)	i
CCCOc1ccc(C(=O)NNC(=S)NC(=O)c2cc(-c3ccccc3)nc3ccccc23)cc1	i

(next part)
SMILES	CCT chaperon mod	S2 tox	Nrf2 block	MmCpn inh	A549 tox	HepG2 viability	Nrf2 ARE act	TGFb inhibitor	Akt phos inh
COc1cc2c(cc1OC)C(COc1ccc3c(C)cc(=O)oc3c1)N(C(=O)c1ccc(Cl)cc1)CC2 (stereo unspecified)	nt	i	?	nt	0%	-43%	-0.6%	-12%	nt
CC(=O)Nc1ccc2nc(SCC(=O)O)sc2c1	-5.8	i	9%	-1%	0%	2%	0.3%	8%	i
CC(C)c1ccc(/C=C/C(=O)NNC(=O)c2cccnc2)cc1	-3.9	i	6%	-14%	7%	-37%	1.5%	0%	i
Cc1ccc(-c2ccnc3nc(-n4cccc4)nn23)o1	1.6	i	-5%	1%	-3%	-10%	26%	6%	i
Cc1ccc(N2CN=c3s/c(=C\c4ccccn4)c(=O)n3C2)cc1	-2.1	i	17%	-1%	-4%	-41%	2.6%	14%	i
Cc1cccc(N2CCN(C(=O)C3CCN(S(=O)(=O)c4c(C)noc4/C=C/c4ccccc4F)CC3)CC2)c1C	nt	nt	nt	nt	2%	3%	?	32%[activator]	nt
COc1ccccc1CNC(=O)c1ccc(N2CCCC2)c(NC(=O)NCc2ccc(C)cc2)c1	nt	?	nt	nt	-7%	-17%	0.5%	?	nt
COc1ccc(NC(=O)CSc2ccc(NC(C)=O)cc2)cc1S(=O)(=O)N1CCCCC1	-1.3	i	-9%	-7%	-1%	2%	-0.2%	4%	i
Cc1ccc(S(=O)(=O)CCC(=O)N2CCc3ccccc32)cc1	-1.2	i	11%	-2%	0%	17%	1.9%	?	i
COCCCNC(=O)c1cnn(-c2ccccc2Cl)c1C1CCN(C(=O)OC(C)(C)C)CC1	nt	nt	-4%	nt	3%	-12%	0.3%	-25%	nt
Cc1ccc(/C=C/C(=O)c2ccccc(=O)c2O)c(C)c1	-3.1	?	21µM*	0%	?	-58%	28%	13µM*	i
CCOC(=O)C1=C(CS(=O)(=O)c2c(C)cc(C)cc2C)NC(=O)NC1c1cccc(OC)c1 (stereo unspecified)	nt	i	15%	nt	16%	-14%	0.1%	-6%	nt
COc1cc(OC)cc(C(=O)NNS(=O)(=O)c2ccc(F)cc2)c1	0.5	i	12%	0%	15%	-21%	-1.1%	-19%	i
COc1cc(/C=N/NC(=O)c2ccccc2NS(=O)(=O)c2cccs2)ccc1O	-0.2	i	19%	-5%	2%	-15%	2.4%	-11%	i
Cc1ccc(S(=O)(=O)c2nc(S(C)(=O)=O)sc2N2CCC(C(N)=O)CC2)cc1	-3.1	i	-3%	-3%	-5%	-11%	25%	?	i
COc1cc(OC)cc(C(=O)OCC(=O)NC2CCCCCC2)c1	-0.1	?	0%	3%	0%	-15%	0.0%	-1%	i
COCCn1c(SCC(=O)Nc2ccc(C(F)(F)F)cc2)nc2c([nH]c3ccccc32)c1=O	nt	i	nt	nt	-16%	-14%	-0.5%	4%	nt
COC(=O)c1ccc(CNC(=O)COC(=O)C2CC3C=CC2C3)cc1 (stereo unspecified)	0.5	i	4%	4%	-1%	12%	2.3%	26%	i
Cc1ccc(C(=O)c2cn(Cc3ccccc3)c3c(F)cc(F)cc3c2=O)cc1	nt	i	?	nt	13%	2%	-0.3%	23%	nt
COc1ccc(NC(=O)CNc2cc(S(=O)(=O)N3CCOCC3)ccc2N2CCOCC2)c(OC)c1	-1.5	?	-4%	1%	-13%	5%	-0.4%	-2%	i
CC(C)Oc1ccc(C2CC(=O)N(C)C2=O)cc1 (stereo unspecified)	1.8	i	1%	-1%	2%	-22%	0.0%	4%	i
CNc1ccccc1C(=O)OCC(=O)c1ccc(F)cc1	-4.3	i	19%	-3%	1%	10%	0.2%	1%	i
CCn1cc(C(=O)Nc2ccc(C(C)C)cc2)c2cc(OC)c(OC)cc2c1=O	nt	i	13%[9.27 µM]	nt	10%	-30%	-0.2%	-27%	nt
Cc1ccc(C2=Nc3ccccc3N(CC(=O)NCc3ccc(Cl)cc3)C(=O)C2)cc1C	nt	i	24%	nt	3%	-8%	0.4%	-27%	nt
Cc1ccc(Cl)cc1NC(=O)NCCN1CCCCC1	0.6	i	-9%	1%	-2%	-11%	-0.2%	12%	i
COc1ccc(-c2csc(N=C(N)N)n2)cc1	-2.8	i	?	2%	-9%	-12%	0.4%	-1%	i
O=C1C=C(c2ccccc2)CC(c2cccs2)C1n1cnc([N+](=O)[O-])c1 (stereo unspecified)	-1.7	i	nt	1%	-1%	2%	6.8%	8%	i
OCCC1CN(Cc2nc(-c3ccccc3)cs2)CCN1CCc1ccccc1 (stereo unspecified)	-0.6	i	-11%	-2%	-17%	-43%	0.3%	?	i
COc1ccc(OCC(O)Cn2c(NCCO)nc3c2c(=O)n(C)c(=O)n3C)cc1 (stereo unspecified)	nt	nt	7.3µM*	nt	-6%	-7%	-0.4%	-7%	nt
Cn1nnnc1SCC(=O)Nc1nc2ccccc2s1	0.9	i	?	5%	1%	2%	11%	1%	i
